GPR151 activ = activators of human GPR151, primary screen, cell-based, PathHunter beta-arrestin, luminescence; G-protein coupled receptor 151 (Homo sapiens), Q8TDV0; PathHunter beta-arrestin GPR151 cells; activation, % at 11.2 µM; 650,000 compounds, 1% hits; AID 1508602, 2020; in the data active means activation above about 4.9%;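 further: 0% = median of compound wells and 100% = cells with positive control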
TEAD-YAP block = TEAD-YAP interaction inhibition, primary screen, TEAD-YAP interaction inhibitor project, luminescence, HEK-TIYL cells | 640,000 compounds, 1.4% hits | AID 1259422, 2018 | inhibition, % at 9.12 µM | TEAD-Gal4/YAP UAS-luciferase luminescence; in the data active means inhibition above about 32%;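 further: 0% = median of test compound wells and 100% = reference inhibitor wells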
MITF inh = MITF inhibitors, primary screen, biochemical, AlphaScreen, human; Microphthalmia-associated transcription factor (Homo sapiens), O75030; AlphaScreen MITF homodimerization, bead proximity signal; inhibition, % at 2.6 µM; 650,000 compounds, 0.91% hits; AID 1259374, 2018; in the data active means inhibition above about 50%;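 further: 0% = vehicle wells with protein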
FBW7 act = FBW7 E3 ligase activators, primary screen, biochemical, AlphaScreen, human; F-box/WD repeat-containing protein 7 (Homo sapiens), Q969H0; AlphaScreen FBW7–phospho-cyclin E peptide binding, activator screen; normalized activity (activation), % at 26.1 µM; 650,000 compounds, 0.13% hits; AID 1259310, 2017; in the data active means normalized activity above about 1.9%;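 further: purified mutant Fbw7 with reduced substrate affinity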
Target sequence (Q969H0 whole entry, looked up): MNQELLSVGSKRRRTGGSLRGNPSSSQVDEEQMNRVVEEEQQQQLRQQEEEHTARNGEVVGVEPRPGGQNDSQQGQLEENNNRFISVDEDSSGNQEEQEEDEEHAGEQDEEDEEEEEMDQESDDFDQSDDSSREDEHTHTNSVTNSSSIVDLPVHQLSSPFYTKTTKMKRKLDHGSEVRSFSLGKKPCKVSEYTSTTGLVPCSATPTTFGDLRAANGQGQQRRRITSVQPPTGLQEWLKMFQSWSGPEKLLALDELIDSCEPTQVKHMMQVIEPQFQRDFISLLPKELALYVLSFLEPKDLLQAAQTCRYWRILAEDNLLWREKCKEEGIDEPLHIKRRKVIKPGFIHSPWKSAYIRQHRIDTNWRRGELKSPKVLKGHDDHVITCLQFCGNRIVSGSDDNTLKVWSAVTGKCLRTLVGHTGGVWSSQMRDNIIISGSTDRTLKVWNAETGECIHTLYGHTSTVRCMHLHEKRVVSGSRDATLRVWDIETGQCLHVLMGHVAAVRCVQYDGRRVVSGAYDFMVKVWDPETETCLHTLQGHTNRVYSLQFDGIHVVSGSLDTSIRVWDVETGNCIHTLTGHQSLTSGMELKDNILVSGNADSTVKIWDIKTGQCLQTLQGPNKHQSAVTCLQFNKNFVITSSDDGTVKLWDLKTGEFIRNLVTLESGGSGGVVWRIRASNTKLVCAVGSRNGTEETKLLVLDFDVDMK
Starred values were filed as active, the others as inactive; / = not tested or not shown. The order is random, and some 3.5% of all compounds hit somewhere here.

The opening 25 entries as a preview:
SMILES	GPR151 activ	TEAD-YAP block	MITF inh	FBW7 act
COc1ccc(C(=O)Nc2c3c(nn2-c2ccccc2C)CSC3)cc1OC	-1.0	9	12	0.1
O=c1c2ccccc2ncn1-c1ccc(F)c(Cl)c1	-0.8	-1	1	-0.1
COc1ccc(OCC2c3cc(OC)c(OC)cc3CCN2C(=O)COc2ccc(Cl)cc2)cc1 (centres undefined)	-1.8	12	6	-0.1
Cc1ccccc1-c1nnc(SCC(=O)NN)n1-c1ccccc1	0.8	15	-6	0.2
COc1ccc(CCNC(=O)NC2CC(=O)N(c3ccccc3)C2)cc1 (centres undefined)	6.1*	0	-2	-0.2
CN1C(N)=NC(=O)/C1=C\c1ccc(Br)cc1	0.9	-8	-4	-0.1
CCC(C)NC(=O)c1cc2c(=O)n3cccc(C)c3nc2s1 (centres undefined)	-1.9	-8	-4	0.5
COCCOCC1CCN(C(=O)NCc2ccc(OC)cc2)CC1	0.0	15	8	0.0
CCOc1cccc(C2CC(c3ccc4c(c3)OCO4)=NC(c3ccc(F)cc3)N2)c1O (centres undefined)	-0.5	-56	12	-0.1
Cc1nc(SCC(=O)OCc2ccccc2)c(C#N)c(C)c1C	3.2	19	2	0.2
CN(C)S(=O)(=O)Nc1ccc(N2CCC(NCCn3cccn3)CC2)cc1	0.5	3	8	0.2
Cc1cccc(CS(=O)(=O)CC2Nc3ccc(C(=O)N4CCN(c5ccc(F)cc5)CC4)cc3NC2=O)c1 (centres undefined)	1.2	29	-4	0.0
COc1ccccc1NC(=O)N1CCN(c2ccc3nnc(-c4ccc(F)cc4)n3n2)CC1	0.1	-6	6	0.3
CC(NC(=O)C1c2ccccc2C(=O)N(C)C1c1cccs1)c1ccc2c(c1)OCCO2 (centres undefined)	1.0	-1	19	-0.1
Cc1ccc(NS(=O)(=O)c2ccc(NC(=O)C(C)(C)C)cc2)cc1C	-1.2	1	7	0.1
COc1cc2ccccc2cc1C(=O)Nc1sc2c(c1C(N)=O)CCN(C(C)C)C2	0.9	-8	-1	0.1
O=C(c1ccc2c3c(cccc13)CC2)N1CCN(c2ccc([N+](=O)[O-])cc2)CC1	-0.6	-8	-8	-0.2
CCCCCCNc1nc(NCCCC)nc(OC)n1	0.4	-16	-14	0.0
Cc1ccc(NC(=O)Cn2cnc3sc(C(=O)Nc4ccc(F)cc4)c(C)c3c2=O)cc1Cl	-0.5	1	16	0.3
COc1ccc(C(=O)N2c3ccccc3N=C(c3ccccc3)CC2c2ccccc2)cc1 (centres undefined)	0.6	-96	-11	-0.1
CCCCOC(=O)C1=C(C)NC2=C(C(=O)CCC2)C1c1ccc(C(=O)OC)cc1 (centres undefined)	0.6	9	6	0.4
CCOC(=O)c1ccc(NC(=O)CSc2nc3ccccc3c(=O)n2CCCC(=O)N2CCCC2)cc1	0.4	10	29	0.3
Cc1ccc(C(=O)C2CCN(CC(=O)Nc3nc(C)cs3)CC2)cc1	0.5	-3	-2	-0.1
CNC(=O)Nc1ccccc1C(=O)NCc1ccccc1	2.0	-3	-1	0.0
O=C(NC1=NN(c2ccccc2)CC1)c1noc2c1COc1ccccc1-2	-1.2	5	-2	-0.1

Main list, from the start:
SMILES	GPR151 activ	TEAD-YAP block	MITF inh	FBW7 act
COc1ccc(C(=O)Nc2c3c(nn2-c2ccccc2C)CSC3)cc1OC	-1.0	9	12	0.1
O=c1c2ccccc2ncn1-c1ccc(F)c(Cl)c1	-0.8	-1	1	-0.1
COc1ccc(OCC2c3cc(OC)c(OC)cc3CCN2C(=O)COc2ccc(Cl)cc2)cc1 (centres undefined)	-1.8	12	6	-0.1
Cc1ccccc1-c1nnc(SCC(=O)NN)n1-c1ccccc1	0.8	15	-6	0.2
COc1ccc(CCNC(=O)NC2CC(=O)N(c3ccccc3)C2)cc1 (centres undefined)	6.1*	0	-2	-0.2
CN1C(N)=NC(=O)/C1=C\c1ccc(Br)cc1	0.9	-8	-4	-0.1
CCC(C)NC(=O)c1cc2c(=O)n3cccc(C)c3nc2s1 (centres undefined)	-1.9	-8	-4	0.5
COCCOCC1CCN(C(=O)NCc2ccc(OC)cc2)CC1	0.0	15	8	0.0
CCOc1cccc(C2CC(c3ccc4c(c3)OCO4)=NC(c3ccc(F)cc3)N2)c1O (centres undefined)	-0.5	-56	12	-0.1
Cc1nc(SCC(=O)OCc2ccccc2)c(C#N)c(C)c1C	3.2	19	2	0.2
CN(C)S(=O)(=O)Nc1ccc(N2CCC(NCCn3cccn3)CC2)cc1	0.5	3	8	0.2
Cc1cccc(CS(=O)(=O)CC2Nc3ccc(C(=O)N4CCN(c5ccc(F)cc5)CC4)cc3NC2=O)c1 (centres undefined)	1.2	29	-4	0.0
COc1ccccc1NC(=O)N1CCN(c2ccc3nnc(-c4ccc(F)cc4)n3n2)CC1	0.1	-6	6	0.3
CC(NC(=O)C1c2ccccc2C(=O)N(C)C1c1cccs1)c1ccc2c(c1)OCCO2 (centres undefined)	1.0	-1	19	-0.1
Cc1ccc(NS(=O)(=O)c2ccc(NC(=O)C(C)(C)C)cc2)cc1C	-1.2	1	7	0.1
COc1cc2ccccc2cc1C(=O)Nc1sc2c(c1C(N)=O)CCN(C(C)C)C2	0.9	-8	-1	0.1
O=C(c1ccc2c3c(cccc13)CC2)N1CCN(c2ccc([N+](=O)[O-])cc2)CC1	-0.6	-8	-8	-0.2
CCCCCCNc1nc(NCCCC)nc(OC)n1	0.4	-16	-14	0.0
Cc1ccc(NC(=O)Cn2cnc3sc(C(=O)Nc4ccc(F)cc4)c(C)c3c2=O)cc1Cl	-0.5	1	16	0.3
COc1ccc(C(=O)N2c3ccccc3N=C(c3ccccc3)CC2c2ccccc2)cc1 (centres undefined)	0.6	-96	-11	-0.1
CCCCOC(=O)C1=C(C)NC2=C(C(=O)CCC2)C1c1ccc(C(=O)OC)cc1 (centres undefined)	0.6	9	6	0.4
CCOC(=O)c1ccc(NC(=O)CSc2nc3ccccc3c(=O)n2CCCC(=O)N2CCCC2)cc1	0.4	10	29	0.3
Cc1ccc(C(=O)C2CCN(CC(=O)Nc3nc(C)cs3)CC2)cc1	0.5	-3	-2	-0.1
CNC(=O)Nc1ccccc1C(=O)NCc1ccccc1	2.0	-3	-1	0.0
O=C(NC1=NN(c2ccccc2)CC1)c1noc2c1COc1ccccc1-2	-1.2	5	-2	-0.1
COCc1ccc(C(=O)N2CCOc3ccc(CN4CCN(C(C)=O)CC4)cc3C2)o1	1.8	-1	-4	-0.1
COc1ccc(CCNC(=O)c2ccc3nc(N4CCC(N5CCOCC5)CC4)sc3c2)cc1	1.7	-1	1	-0.1
Cc1nc2sccn2c1/C=C(\C#N)c1ccccn1	0.1	-6	1	-0.1
Cn1c(=O)c2cn(N)cc2n(C)c1=O	0.6	-56	7	-0.1
COc1ccccc1NC(=O)CC1SC(=Nc2ccc(F)cc2)N(C)C1=O (centres undefined)	0.7	4	3	0.7
Cc1[nH]c2ccccc2c1C(=O)C(=O)Nc1ccc(Br)cc1	-0.7	-8	0	0.0
CCOC(=O)CSc1nc2c(sc(=S)n2-c2ccc(C)c(C)c2)c(=O)n1-c1ccccc1	2.1	4	-7	0.0
COCCn1c(CN(C)C(=O)OC)nc2ccccc21	-1.6	-4	20	0.3
CCCCN(C)CCCN1C(=O)C2C(C(=O)Nc3cccc(SC)c3)C3C=CC2(O3)C1C(=O)NC1CCCCC1 (centres undefined)	0.9	10	-5	-0.1
COc1cc(C(=O)Nc2nc(-c3ccc(C)cc3)cs2)c(Br)c(OC)c1OC	0.4	9	16	0.7
COCCNCCOc1ccc2ccccc2c1	0.6	-10	26	-0.3
CCOC(=O)c1c(NC(=O)CCn2c(=O)oc3ccccc32)sc2c1CCCC2	-0.6	-14	-3	0.1
Cc1noc(C)c1/C=N/Nc1ccc2ccccc2n1	-0.8	-43	0	-0.1
CCC(C)NS(=O)(=O)c1ccc(OC)c(Cl)c1Cl (centres undefined)	-1.4	-8	3	-0.1
O=C(COc1ccccc1)Nc1ccc(Cc2ccc(NC(=O)COc3ccccc3)cc2)cc1	2.0	5	-6	0.0
COC(=O)COc1ccc(NC(=O)COc2ccc(Cl)cc2)cc1	-1.0	2	18	0.2
COc1ccc(C(c2nnnn2Cc2ccccc2)N2CCN(C)CC2)c(OC)c1 (centres undefined)	-1.1	2	-2	0.0
CC1(C)CC(N2CCCCC2)=CC(=[N+]2CCCCC2)C1	1.6	75*	5	0.2
CCSc1nc(-c2ccccc2OC)nc2c1Cc1c(CO)cnc(C)c1O2	1.2	-6	11	-0.1
CCNS(=O)(=O)c1ccc2c(c1)oc(=O)c1cc(S(=O)(=O)NCC)ccc12	1.3	8	-5	0.0
CCOC(=O)CNC(=O)C1CCCN1S(=O)(=O)c1cccc2nsnc12 (centres undefined)	-0.7	3	16	0.7
O=[N+]([O-])c1ccccc1S(=O)(=O)Oc1ccc(C(=S)N2CCOCC2)cc1	-0.5	-11	18	0.0
CN1C(=O)c2ccc(NC(=S)NC(=O)c3ccccc3F)cc2C1=O	-0.8	6	-6	0.2
COc1ccc2c(=O)c(-c3cc4c(cc3OC)OCO4)coc2c1	0.8	-14	12	0.0
CC(=O)NC1C(Oc2cc(C)ccc2C)OC2COC(C)(C)OC2C1O (centres undefined)	13*	-4	4	-0.3
COc1cccc(-n2nc(C(=O)Nc3nc4ccc(OC)cc4s3)c3ccccc3c2=O)c1	-0.6	0	3	0.0
O=C1NCCN(Cc2ccc(F)cc2Cl)C1CC(=O)N1CCCCC1 (centres undefined)	4.6	-7	3	0.1
CC(C)NC(=O)c1ccc2c(c1)N(CC(=O)NC1CCCC1)C(=O)C(C)(C)O2	2.5	-5	8	0.1
O=C(O)/C=C/C(=O)Nc1cc([N+](=O)[O-])ccc1F	0.2	-7	6	0.0
C=CCNC(=O)N1C2=NC(C(=O)OC)=C(C(=O)OC)[C@@H]3N(C)c4ccccc4[C@]23C[C@H]1CO	-0.4	/	0	-0.1
COCCCNC(=O)C(=O)NC1CCCCC1C (centres undefined)	1.4	3	10	0.3
CC(C)CNS(=O)(=O)c1ccc(S(=O)(=O)N2C(C)CCCC2C)cc1 (centres undefined)	2.4	3	-5	0.0
CCOC(=O)c1ccc(CNC(=O)C2CCCN2c2nc(C)c3cc(F)ccc3n2)o1 (centres undefined)	0.7	10	12	-0.1
CCN(CC)S(=O)(=O)c1cccc(C(=O)NN)c1	5.5*	-11	-3	-0.1
CCOC(=O)C1=C(C)N=C2SCCC(=O)N2C1c1ccc(SC)cc1 (centres undefined)	-0.4	-4	7	0.1

The last 2 compounds of the section before open the next one.
SMILES	GPR151 activ	TEAD-YAP block	MITF inh	FBW7 act
CCN(CC)S(=O)(=O)c1cccc(C(=O)NN)c1	5.5*	-11	-3	-0.1
CCOC(=O)C1=C(C)N=C2SCCC(=O)N2C1c1ccc(SC)cc1 (centres undefined)	-0.4	-4	7	0.1
COc1ccc(S(=O)(=O)Nc2cccc(F)c2)cc1Cl	-1.4	-6	1	0.0
OC(COc1ccccc1CNCCc1ccco1)CN1CCc2ccccc2C1 (centres undefined)	-1.4	-2	-5	-0.1
COCCOC(=O)C1=C(C)NC(=O)NC1/C=C/c1ccccc1OC (centres undefined)	-0.1	3	9	0.2
O=C(Nc1ccc(Cl)cc1C(F)(F)F)c1cc(S(=O)(=O)NCCc2ccccc2)ccc1F	-0.3	3	15	0.0
CCCCNC(=S)N1CCn2cccc2C1c1ccncc1 (centres undefined)	-1.0	5	-1	-0.1
CNC(=O)N(O)C1N(/N=C2\CCCc3c2no[n+]3[O-])C(=S)SC1(C)C (centres undefined)	1.7	2	3	0.5
NC(=O)CSc1cn(CC(=O)N2CCCCCC2)c2ccccc12	-0.1	-3	19	0.1
COc1ccccc1C(=O)Nc1ccc(Nc2cc(-n3ccnc3)ncn2)cc1	-0.1	37*	1	-0.1
COc1cc(CN2CCN(Cc3ccco3)CC2)c([N+](=O)[O-])cc1OC	-0.7	-6	84*	0.1
O=[N+]([O-])c1ccccc1OCCCCCCN1CCOCC1	1.4	7	21	0.3
Oc1ccc(Br)cc1/C=N/N/C(=N/c1ccccn1)c1ccccn1	-1.0	-7	28	-0.4
O=P1(Nn2cnnc2)C=C(c2ccccc2)OC(c2ccccc2)=C1	0.0	2	4	0.0
COc1c2c(c(OC)c3occc13)OC(O)(C(F)F)CC2=O (centres undefined)	1.1	5	-2	-0.1
Cc1cc(C)n(CC(=O)NNC(=O)Cc2ccc(Br)cc2)n1	0.7	4	-1	-0.1
CCOC(=O)CSc1nc(C(C)C)nc2sc(C)c(C)c12	-1.1	3	5	0.2
CCCCOc1ccc(COC2C(C3COC4(CCCCC4)O3)OC3OC4(CCCCC4)OC32)cc1 (centres undefined)	-0.9	-6	8	0.2
Cc1ccccc1-c1nc(CS(=O)CC(=O)NCc2ccccn2)c(C)o1 (centres undefined)	-0.8	-12	17	0.4
COc1ccc(Cl)cc1NC(=O)Cn1nc(C)c([N+](=O)[O-])c1C	0.2	-4	-12	0.2

Screening results (PubChem BioAssay)
